From PubChem
PV pol inh: poliovirus RNA polymerase inhibition | % elongation, % (compound at 16.7 µg/mL) | poliovirus polymerase elongation, fluorescence polarization; hits give low values | P03300 | 150,000 tested, 0.66% active | AID 588519; in the data active = % elongation below about 90%; note: some results filed as inactive read as strong as hits
Target sequence (P03300 1749-2209 limits assumed): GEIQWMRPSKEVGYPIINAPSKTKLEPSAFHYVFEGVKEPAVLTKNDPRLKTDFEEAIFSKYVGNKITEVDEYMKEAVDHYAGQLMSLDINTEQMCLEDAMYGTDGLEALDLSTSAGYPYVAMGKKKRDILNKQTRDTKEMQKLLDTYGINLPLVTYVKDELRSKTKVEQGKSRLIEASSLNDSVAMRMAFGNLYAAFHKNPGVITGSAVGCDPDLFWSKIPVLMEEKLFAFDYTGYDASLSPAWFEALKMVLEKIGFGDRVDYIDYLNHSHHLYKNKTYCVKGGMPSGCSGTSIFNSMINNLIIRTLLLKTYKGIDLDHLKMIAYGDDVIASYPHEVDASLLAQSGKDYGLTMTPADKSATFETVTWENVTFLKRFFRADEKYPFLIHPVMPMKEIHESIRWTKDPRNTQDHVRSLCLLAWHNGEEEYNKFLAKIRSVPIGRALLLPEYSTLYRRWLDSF
PV pol inh FP z-score: recorded beside PV pol inh, whose call it bears; z-score; measured here: FP z-score; hits read low
* = called active by the depositor. Some of the compounds tested; the hit share may differ from the screen's.

1	O=C(O)c1ccc2nc(-c3cc4cc(F)ccc4oc3=O)[nH]c2c1
2	S=c1[nH]nc(-c2c[nH]c3ccccc23)n1CC1CCCO1 (stereo not given)
3	CCCNC(=O)c1cnc2sc(N3CCCCC3)nn2c1=O
4	c1ccc(OCc2nc(-c3ccccc3)no2)cc1
5	COc1ccccc1CN(C)CC(=O)NC(=O)NC1CCCCC1
6	CCOC(=O)/C=C1\SCC(=O)N1CC(=O)Nc1ccc(OC)c(Cl)c1

compound no.	1	2	3	4	5	6
PV pol inh	111	103	107	104	106	107
PV pol inh FP z-score	0.8	0	0.1	0.4	0.3	0.6

7	Cc1ccc(NC(=O)c2c(C)nn(-c3ccccc3)c2-n2cccc2)c(Cl)c1
8	COc1ccc(CCNCc2c(C(=O)O)c(C)n(Cc3c(F)cccc3Cl)c2C)cc1OC
9	CCOc1ccc(N2CC(c3nc4ccccc4n3CCCc3ccccc3)CC2=O)cc1 (stereo not given)
10	COc1ccc(NC(=O)c2ccc(N3C(=O)c4ccccc4C3=O)cc2)cc1
11	Cc1ccc(Cl)cc1N1CCN(C(=O)Cn2ncc3c([nH]c4ccccc43)c2=O)CC1
12	O=C(Nc1ccc2nsnc2c1NC(=O)c1ccc2nsnc2c1)c1ccc2nsnc2c1

compound no.	7	8	9	10	11	12
PV pol inh	100	107	104	103	106	100
PV pol inh FP z-score	-1	-0.1	0.6	0.3	-0.1	-0.2

13	CCN=C(NCC)SC1CC(=O)N(c2ccc(OCC)cc2)C1=O (stereo not given)
14	Cc1nn(Cc2ccccc2)c2sc(C(=O)O)cc12
15	Cc1ccc(NC(=O)C(Cc2c[nH]c3ccccc23)NC(=O)OCc2ccccc2)cc1C (stereo not given)
16	NC(N)=NS(=O)(=O)c1ccc(N=Cc2cccs2)cc1
17	Cc1ccc(N/N=C2/C(=O)C3(C)CCC2C3(C)C)cc1 (stereo not given)
18	O=C1NC(Cc2c[nH]c3ccccc23)C(=O)N1CN1CCCCC1 (stereo not given)

compound no.	13	14	15	16	17	18
PV pol inh	109	103	102	100	97	104
PV pol inh FP z-score	0.8	0.4	-0.2	-0.4	-0.5	0.3

A different layout for some results above.
Results follow in this order: PV pol inh	PV pol inh FP z-score
[1] O=C(O)c1ccc2nc(-c3cc4cc(F)ccc4oc3=O)[nH]c2c1
  111	0.8
[2] S=c1[nH]nc(-c2c[nH]c3ccccc23)n1CC1CCCO1 (stereo not given)
  103	0
[3] CCCNC(=O)c1cnc2sc(N3CCCCC3)nn2c1=O
  107	0.1
[4] c1ccc(OCc2nc(-c3ccccc3)no2)cc1
  104	0.4
[5] COc1ccccc1CN(C)CC(=O)NC(=O)NC1CCCCC1
  106	0.3
[6] CCOC(=O)/C=C1\SCC(=O)N1CC(=O)Nc1ccc(OC)c(Cl)c1
  107	0.6
[7] Cc1ccc(NC(=O)c2c(C)nn(-c3ccccc3)c2-n2cccc2)c(Cl)c1
  100	-1
[8] COc1ccc(CCNCc2c(C(=O)O)c(C)n(Cc3c(F)cccc3Cl)c2C)cc1OC
  107	-0.1
[9] CCOc1ccc(N2CC(c3nc4ccccc4n3CCCc3ccccc3)CC2=O)cc1 (stereo not given)
  104	0.6
[10] COc1ccc(NC(=O)c2ccc(N3C(=O)c4ccccc4C3=O)cc2)cc1
  103	0.3
[11] Cc1ccc(Cl)cc1N1CCN(C(=O)Cn2ncc3c([nH]c4ccccc43)c2=O)CC1
  106	-0.1
[12] O=C(Nc1ccc2nsnc2c1NC(=O)c1ccc2nsnc2c1)c1ccc2nsnc2c1
  100	-0.2
[13] CCN=C(NCC)SC1CC(=O)N(c2ccc(OCC)cc2)C1=O (stereo not given)
  109	0.8
[14] Cc1nn(Cc2ccccc2)c2sc(C(=O)O)cc12
  103	0.4
[15] Cc1ccc(NC(=O)C(Cc2c[nH]c3ccccc23)NC(=O)OCc2ccccc2)cc1C (stereo not given)
  102	-0.2
[16] NC(N)=NS(=O)(=O)c1ccc(N=Cc2cccs2)cc1
  100	-0.4
[17] Cc1ccc(N/N=C2/C(=O)C3(C)CCC2C3(C)C)cc1 (stereo not given)
  97	-0.5

Remaining list, next part
19	O=C(CSc1ccc2c(c1)OCCO2)N1CCC(c2ccccc2)=N1
20	c1ccc2[nH]c(SCc3ccncc3)nc2c1
21	COc1ccc(CC(=O)Nc2sc3c(c2C(=O)Nc2cccc(Cl)c2)CCCCC3)cc1
22	Cc1ccc(C(=O)NC(Nc2cc(C)on2)(C(F)(F)F)C(F)(F)F)cc1
23	Fc1ccc(CNC(=S)NCCN2CCOCC2)cc1
24	CC1CCCCN1S(=O)(=O)CCNC(=O)c1ccccc1 (stereo not given)

compound no.	19	20	21	22	23	24
PV pol inh	103	106	107	104	100	98
PV pol inh FP z-score	0.1	2.2	0.7	0.8	-0.2	-0.1

25	CS(=O)(=O)c1ncc(Cl)c(C(=O)Nc2sc3c(c2C(=O)NCC2CCCO2)CCC3)n1 (stereo not given)
26	Oc1[nH]c2ccccc2c1C=NCc1ccc2c(c1)OCO2
27	Cc1ccc(N2COc3ccc4c5c(c(=O)oc4c3C2)CCCC5)c(C)c1
28	NC(=O)COC(=O)c1cccc(S(=O)(=O)N2CCN(c3ccccc3)CC2)c1
29	COc1cc(OC)c(NC(=O)c2cn(C3CCCC3)c(=O)c3c2c2ccccc2n3C)cc1Cl
30	NS(=O)(=O)c1ccc(-n2cccc2C=Nn2cnnc2)cc1

compound no.	25	26	27	28	29	30
PV pol inh	98	100	102	104	114	102
PV pol inh FP z-score	-1.5	0	0	0.4	0.5	-0.1

31	CCCSc1nnc2c(n1)OC(c1ccc(OCC(=O)O)cc1)Nc1ccccc1-2 (stereo not given)
32	CCOC(=O)c1cnc2c(-c3ccc(Cl)cc3)cnn2c1C
33	COc1c(O)cc2c(c1OC)CC(=O)CCC2
34	CCOC(=O)C1CCN(C(=O)c2ccc3c(c2)sc2nc(-c4ccccc4)cn23)CC1
35	Cc1ccc(-c2c(C#N)c(N)n(C)c(=O)c2C#N)c(C)c1
36	CN(CC(=O)Nc1ccccc1Cl)Cn1nc(-c2ccco2)oc1=S

compound no.	31	32	33	34	35	36
PV pol inh	101	99	109	103	104	96
PV pol inh FP z-score	-0.2	-0.9	0.7	-0.7	0	-1

37	CN1CCN(C(=O)c2cc(Oc3c(F)c(F)c(F)c(F)c3F)cc(C(=O)N3CCN(C)CC3)c2)CC1
38	Cc1cc(O)c(C(=O)c2cnc3c(c2)COc2ccccc2-3)cc1Cl
39	CC(C)c1ccc(NC(=O)CSc2ncnc3c2sc2ccccc23)cc1
40	Cc1cc(C)c(NC(=O)CCn2c(=O)c3cccn3c3cccnc32)c(C)c1
41	CCc1cccc(CC)c1N=C1SCCN1CCO
42	C/C(=N\NC(=O)C1CC1)c1ccc(-n2ccnc2)cc1

compound no.	37	38	39	40	41	42
PV pol inh	99	104	111	112	107	101
PV pol inh FP z-score	0	-0.3	0.5	0.9	0.6	-0.2

43	COc1ccccc1N1CCN(C(=O)c2cn(CC(C)C)c(=O)c3c2c2ccccc2n3C)CC1
44	Clc1ccc(Oc2nc(Oc3ccc(Cl)cc3)nc(N3CCSCC3)n2)cc1
45	COc1ccc(CCC(=O)NCc2cccs2)cc1
46	Cc1ccc(C)c(C(=O)OCC(=O)NCc2ccco2)c1
47	O=C(CSc1nc(-c2cccs2)cc(C(F)(F)F)n1)OCCCc1ccccc1
48	O=C(NCCc1ccccc1)c1cc2c(s1)CS(=O)(=O)C2

compound no.	43	44	45	46	47	48
PV pol inh	110	106	111	99	100	103
PV pol inh FP z-score	0.9	0.1	0.9	-0.7	-0.5	0.8

49	NC(=O)CSc1ncc2c(n1)-c1ccccc1N(Cc1ccccc1)S2(=O)=O
50	Cc1cnc(C(=O)OC(C)C(=O)N(C)c2ccccc2)cn1 (stereo not given)
51	CCC(C)NC(=O)c1cc2cc(S(=O)(=O)N3CCCCC3)ccc2n1C (stereo not given)
52	O=P(O)(CN1CCCCCC1)CN1CCCCCC1
53	COC(=O)c1ccc(CNC(=O)CNc2cc(C(F)(F)F)ccc2N2CCOCC2)cc1
54	Cc1cccc(Cn2c(CNS(=O)(=O)c3ccc4c(c3)CCCC4)nc3cccnc32)c1

compound no.	49	50	51	52	53	54
PV pol inh	105	99	108	96	101	108
PV pol inh FP z-score	-0.1	-0.5	-0.1	-1.5	-0.2	0.2

55	O=C(NCc1ccc(Cl)cc1)C1(NS(=O)(=O)c2cccc3cccnc23)CCCCC1
56	COCc1cc(C)n(CC(=O)Nc2cc(Cl)ccc2OC)c(=O)c1C#N
57	Cc1cc(Cl)nc(C)n1
58	CC(C)=CCC(O)C1=CC(=O)c2c(O)ccc(O)c2C1=O (stereo not given)
59	COc1ccc(OC)c(-c2csc(NC(=O)C3=NN(C)C(=O)CC3)n2)c1
60	CC1(C)C2CC=C(C3N=C(N)Nc4nc5ccccc5n43)C1C2 (stereo not given)

compound no.	55	56	57	58	59	60
PV pol inh	101	104	101	100	98	99
PV pol inh FP z-score	-0.5	0.7	-0.3	0	0	-0.6

61	C=CCN(CC=C)C(=O)CSc1nnc2c3ccccc3n(C)c2n1
62	COc1ccccc1CNC(=O)CCCCn1c(=O)c2ccccc2n(Cc2ccccc2F)c1=O
63	Cc1cccc(-c2nc3n(n2)C(=O)CC(c2ccc(F)cc2)S3)c1 (stereo not given)
64	O=c1c2cc(-c3ccccc3)sc2ncn1/N=C/c1cccs1
65	CCN1C(=O)c2ccccc2S(=O)c2ccc(C(=O)NCc3ccc(OC)cc3)cc21 (stereo not given)
66	CC1(C)CC(=O)C/C(=N\NC(=O)CCc2ccccc2)C1

compound no.	61	62	63	64	65	66
PV pol inh	99	102	103	106	107	101
PV pol inh FP z-score	-0.2	-1.2	0.3	0.4	0.3	-0.4

67	COc1ccc(C(=O)N2CCC(C(=O)Nc3ccccc3Cl)CC2)cc1
68	Cc1ccc(C)c(NS(=O)(=O)c2ccc3c(c2)n(C)c(=O)n3C)c1
69	COC(=O)c1ccc(NC(=S)NC(=O)N2CCOCC2)cc1
70	c1cc2nsnc2c2c1Nc1nc3nonc3nc1N2
71	CCc1cccc(NC(=O)Cn2c(C(=O)OC)cc3ccsc32)c1
72	O=c1c2ccccc2c(C=NCCCn2ccnc2)c(O)n1-c1ccccn1

compound no.	67	68	69	70	71	72
PV pol inh	109	106	107	97	102	103
PV pol inh FP z-score	1.3	0.3	0.5	-1.2	-0.5	0.1

73	COc1cc(NC(=O)Cn2cnc3ccc(S(=O)(=O)N4CCC(C)CC4)cc3c2=O)cc(OC)c1OC
74	O=C(COC(=O)Cn1[nH]c(=O)c2ccccc2c1=O)Nc1ccc2c(c1)OCO2
75	CC(C)CC(NC1CCS(=O)(=O)C1)C(=O)O (stereo not given)
76	CCOC(=O)C1C(=O)Nc2nc3ccccc3n2C1C(C)C (stereo not given)
77	CCC(=O)N1c2ccccc2CC1C(=O)NCCN1CCN(c2cc(Cl)ccc2C)CC1 (stereo not given)
78	O=C1c2oc3ccccc3c(=O)c2C(c2cccs2)N1c1nccs1 (stereo not given)

compound no.	73	74	75	76	77	78
PV pol inh	103	100	100	102	103	100
PV pol inh FP z-score	1.3	-0.1	-0.5	0.7	-0.7	-0.2

79	Cc1nc2cc(CC(=O)O)ccc2s1
80	Cc1cc(C)n2nc(CNS(=O)(=O)c3ccc(C)c(C)c3)nc2n1
81	CCCN1C(=O)C2(c3ccccc31)c1c(oc3cc(C)c(C)cc3c1=O)C(=O)N2CCO (stereo not given)
82	O=S(c1nc2ccccc2[nH]1)C(F)(F)F (stereo not given)
83	COc1ccc(/C=C2/NC(=O)NC2=O)cc1
84	Cc1nn(CC(=O)N2CCCCC2)c(=O)c2ccccc12

compound no.	79	80	81	82	83	84
PV pol inh	101	104	101	99	100	103
PV pol inh FP z-score	-0.4	-0.4	0	-0.4	-0.2	0.2

85	Nc1cc(-c2ccccc2)nn1CC1CCCCC1
86	CCn1c(=O)c(C(=O)CN(C)CC(=O)Nc2ccccc2Br)c(N)n(Cc2ccccc2)c1=O
87	COc1ccc(-n2c(=O)c3ccc(C(=O)NCc4ccc(C)cc4)cc3n(Cc3ccc(F)cc3Cl)c2=O)cc1
88	CCOC(=O)c1cccc(NC(=O)c2cnc(N3CCCCC3)c3ccccc23)c1
89	O=C(Cn1nc(-c2ccccc2)ccc1=O)NCc1ccc(F)cc1Cl
90	COCCNC(=O)CSc1nc(-c2ccc(C)cc2)nc2c1c(=O)n(C)c(=O)n2C

compound no.	85	86	87	88	89	90
PV pol inh	104	110	106	105	108	106
PV pol inh FP z-score	0.2	0.8	0.3	-0.6	-0.6	-0.4

91	O=C(Nn1cnnc1)c1cc(-c2ccccn2)nc2ccccc12
92	Brc1ccc(CNCCCSc2nnnn2-c2ccccc2)cc1
93	CC(C)(C)C1CCc2onc(C(=O)Nc3ccccc3C(F)(F)F)c2C1 (stereo not given)
94	Cn1c(=O)cc(SCC(=O)N2CCCC2)c2ccccc21
95	O=c1c2ccccc2n2c(=S)[nH]nc2n1-c1ccccc1
96	CC1CCN(C(=O)c2ccc(NC(=O)c3nsc4ccccc34)cc2)CC1
97	CC1=CC(c2ccccc2)=C(C#N)C(=S)C1CC(=O)c1cccs1 (stereo not given)
98	COc1cc(N)c(C#N)cc1OC
99	O=C(CSc1nc2ccccc2n1Cc1ccc(F)c(Cl)c1)N1CCN(c2ccc(F)cc2)CC1

compound no.	91	92	93	94	95	96	97	98	99
PV pol inh	103	111	104	104	89*	110	85*	104	115
PV pol inh FP z-score	0	1	0.5	1.1	-1.4*	0.7	-1.4*	0.4	1.2
